Compound activity deposited in PubChem by National Center for Advancing Translational Sciences (NCATS).
GCN5L2 inh = qHTS Assay for Inhibitors of GCN5L2. Potency, µM (doses to about 58.9 µM), inactives show top-dose activity change, negative = inhibition, actives largely listed as inhibitors. 390,000 compounds, 0.21% hits. Histone acetyltransferase KAT2A (Homo sapiens), Q92830. GCN5L2 HAT assay, ThioGlo1 CoA-SH fluorescence
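Fluorescence readout, Ex340nm/Em540nm: ThioGlo1 (50uM final) reacts with free CoA thiol released as 20nM GCN5L2 acetylates H3(1-25) peptide (75uM) using acetyl-CoA (70uM). Compound and enzyme sat 15 min beforehand; 20 min room-temperature reaction.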
FEN1 inh = qHTS Assay for the Inhibitors of Human Flap endonuclease 1 (FEN1). AID 588795, 2011. Recombinant FEN1 flap cleavage, fluorescence, 15 min. Potency, µM (doses to about 114 µM), for inactives: at the top dose activity change, negative = inhibition, hits mostly inhibitors. 390,000 compounds, 0.35% hits; note: nearly all actives have a fitted effect of over 65% in size
Target sequence (P39748 whole entry, looked up): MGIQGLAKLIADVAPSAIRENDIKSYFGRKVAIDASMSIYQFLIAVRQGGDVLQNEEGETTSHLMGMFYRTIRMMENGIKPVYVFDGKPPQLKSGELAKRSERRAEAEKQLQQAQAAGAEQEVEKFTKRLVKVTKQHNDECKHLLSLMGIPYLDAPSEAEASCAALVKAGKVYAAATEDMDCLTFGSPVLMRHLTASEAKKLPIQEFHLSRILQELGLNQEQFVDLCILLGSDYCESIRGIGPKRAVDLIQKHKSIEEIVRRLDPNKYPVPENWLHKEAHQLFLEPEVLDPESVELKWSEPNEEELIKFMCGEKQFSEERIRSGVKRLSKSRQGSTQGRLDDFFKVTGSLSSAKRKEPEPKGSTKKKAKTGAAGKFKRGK
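Compounds are tested as a concentration series against 10 nM FEN1; after a 15 min room-temperature preincubation, 50 nM substrate starts cleavage, with plate reads at 0 and 15 min. Normalized responses are fitted by a Hill equation.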
N370S GC = qHTS Assay for Inhibitors and Activators of N370S glucocerebrosidase as a Potential Chaperone Treatment of Gaucher Disease; Lysosomal acid glucosylceramidase (Homo sapiens), P04062; N370S GC spleen homogenate, 4MU-glucoside fluorescence; Potency, µM (series often up to 59.4 µM), for inactives: at the highest dose activity change, negative = inhibition, actives largely listed as inhibitors; 330,000 compounds, 0.092% hits; AID 2101, 2009;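 note: 0% = full enzyme activity and -100% = no enzyme basal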
Numbers without * were called inactive; ? = inconclusive; . = not tested or not shown; & = joins results of further samples; [ ] = dose if it differs, or a comment. Calls come from the whole dose curve; as a rule, active = well fitted curve in the direction sought with a large enough effect; inconclusive = small, poorly fitted or top-dose-only effect, or another doubt; inactive = no such curve, though single readings can be large; an effect the other way counts as inactive or inconclusive. Unless noted, % is set by controls: 0 for no effect and ±100 for the full control effect; potency is the fitted concentration of half-maximal effect. Only part of the results is shown, so the mix of outcomes need not match the whole.

SMILES	GCN5L2 inh	FEN1 inh	N370S GC
Nc1c(C(=O)NCc2ccco2)c2nc3ccccc3nc2n1Cc1ccccc1	-22.7%	-25.3%	?
COc1ccc(Cn2c(N)c(C(=O)NCc3ccco3)c3nc4ccccc4nc32)cc1	-11.6%	-19.2%	?
COc1ccc(C(=O)OC2C[C@H]3CC[C@@H](C2)N3O)cc1OC (some centres not stated)	-21.7%	-13.3%	-12.6%
Cc1c(C(=O)C(=O)N2CCC3(CC2)OCCO3)c2ccccc2n1C	-19.9%	-3.9%	13.2%
Cc1ccc(OP(N)(=O)Oc2ccc(C)cc2)cc1	-19.0%	14.1%	4.2%
O=C(c1cc(S(=O)(=O)N2CCC3(CC2)OCCO3)ccc1F)N1CCC2(CC1)OCCO2	-5.3%	4.3%	4.4%
CCC(C)C(=O)N[C@@H](c1ccccc1)[C@@H](O)C(=O)O[C@H]1C[C@@]2(O)[C@@H](OC(=O)c3ccccc3)C3[C@](C)(C(=O)[C@H](OC(C)=O)C(=C1C)C2(C)C)[C@@H](O)C[C@H]1OC[C@@]31OC(C)=O (some centres not stated)	5.3%	-9.7%	-5.0%
C=C[C@@H]1C2=CCOC(=O)C2=CO[C@H]1O[C@@H]1O[C@H](CO)[C@@H](O)[C@H](O)[C@H]1O	0.2%	-7.4%	.
COc1ccc(C(O)c2cc(OC)ccc2OP(=O)(N(C)C)N(C)C)cc1 (configuration not stated)	-6.5%	-5.0%	-14.0%
COc1ccc(C2(C#N)CC[N+](C)(C)CC2)cc1	-0.9%	-3.9%	3.3%
CCc1nc2ccccc2c(=O)n1-c1cccc(OC)c1	.	-1.9%	10.9%
CCn1c(O)c(C=NCc2cccs2)c(=O)[nH]c1=O	-2.6%	2.4%	3.6%
COC1=CC2C3Cc4ccc(OC)c(O)c4C2(CCN3C)CC1=O (configuration not stated)	-14.7%	-12.8%	.
CCC(C)n1c(O)c(/C=N/N2CCOCC2)c(=O)[nH]c1=S (configuration not stated)	-1.8%	3.3%	-22.3%
O=C(c1ccccc1F)c1cn(CC(=O)N2CCOCC2)c2ccccc12	9.9%	0.6%	8.6%
O=C1C2CCCN2C(c2ccc(Cl)cc2)N1c1ccccn1 (configuration not stated)	-3.5%	-3.4%	-20.0%
O=C1NC(=O)C(=Cc2cc3c(cc2[N+](=O)[O-])OCO3)C(=O)N1	-9.0%	14.7%	2.5%
CC(=O)c1cn(CC(=O)NCCc2c[nH]c3ccccc23)c2ccccc12	-25.7%	-14.2%	-16.2%
CCn1c(O)c(N=Nc2cccc(S(=O)(=O)N3CCOCC3)c2)c(=O)n(CC)c1=S	-2.0%	-18.9%	1.1%
CC(=O)OC1CC(OC(C)=O)[C@]2(C)C(CC(OC(C)=O)[C@]3(C)C2CC[C@@]2(C)C(c4ccoc4)C(=O)C4O[C@]432)C1(C)C (some centres not stated)	-15.4%	.	-5.3%
O=c1[nH]c(=O)n(CCc2ccc(F)cc2)c(O)c1/C=N/N1CCCCC1	-8.5%	-12.4%	1.9%
N=c1n(CCO)c2ccccc2n1Cc1ccccc1	0.2%	5.0%	?
O=C(Oc1ccccc1)N1CCC2(CCCN(C(c3ccccc3)c3ccccc3)C2)CC1	-5.0%	.	23.3%
CCCCNC(=O)CN1C(=O)CN=C(c2ccccc2)c2ccccc21	-23.0%	-0.1%	7.2%
CC(C)(C)c1cc(OC(=O)Cc2ccccc2)ccc1O	-7.4%	-4.3%	4.0%
Cc1cc(=O)oc2c(C)c(OCC(=O)N3C[C@H]4C[C@@H](C3)c3cccc(=O)n3C4)ccc12	-4.1%	15.2%	-6.5%
CCCOC(=O)c1ccc(-[n+]2c(-c3ccccc3)cc(-c3ccccc3)cc2-c2ccccc2)cc1	-11.9%	-14.4%	-10.9%
C=CCN1C(=O)/C(=C/c2ccc(N3CCOCC3)o2)C(=O)NC1=S	1.4%	-4.5%	9.5%
O=Cc1ccco1	11.1%	.	-1.3%
COc1cc(CN=C(C)c2c(O)n(C3CCCCC3)c(=O)[nH]c2=O)cc(OC)c1	?	-4.0%	?

The last 5 compounds of the part above are carried over, then new ones follow:
SMILES	GCN5L2 inh	FEN1 inh	N370S GC
Cc1cc(=O)oc2c(C)c(OCC(=O)N3C[C@H]4C[C@@H](C3)c3cccc(=O)n3C4)ccc12	-4.1%	15.2%	-6.5%
CCCOC(=O)c1ccc(-[n+]2c(-c3ccccc3)cc(-c3ccccc3)cc2-c2ccccc2)cc1	-11.9%	-14.4%	-10.9%
C=CCN1C(=O)/C(=C/c2ccc(N3CCOCC3)o2)C(=O)NC1=S	1.4%	-4.5%	9.5%
O=Cc1ccco1	11.1%	.	-1.3%
COc1cc(CN=C(C)c2c(O)n(C3CCCCC3)c(=O)[nH]c2=O)cc(OC)c1	?	-4.0%	?
O=P1(Oc2ccccc2)CC(O)C(O)C(COCc2ccccc2)O1 (configuration not stated)	.	-2.5%	-3.5%
Cc1c2ccncc2c(C)c2c1[nH]c1ccccc12	-9.9%	11.9µM*	-2.0%
Cc1cnc(-n2c(=S)[nH]c3ccccc3c2=O)s1	-0.3%	-9.9%	.
COc1ccc(C(CC(=O)N2CCC3(CC2)OCCO3)NS(=O)(=O)c2ccc(OC)cc2)cc1 (configuration not stated)	2.1%	-2.8%	2.7%
CC(C)(C)NC(=O)Cn1cc(C(=O)c2ccccc2F)c2ccccc21	4.5%	-2.9%	-1.4%
Cc1nc2ccccc2c(=O)n1-c1ccc(Br)cc1[N+](=O)[O-]	-3.6%	-5.9%	2.6%
COCCNC(=O)c1c(N)n(CCC(C)C)c2nc3ccccc3nc12	-18.6%	-19.8%	?
CCC[C@@H]1CC2=CC(=O)CC[C@]2(C)[C@@H]2CC[C@@]3(C)[C@H](CC[C@]3(O)CCC(=O)O)[C@H]12	-9.0%	.	-12.3%
CCC1(CC)C(=O)NC(=Nc2cccc(C(F)(F)F)c2)NC1=O	-16.7%	-10.1%	-20.4%
Cc1cc(Cl)ccc1OC(C)C(=O)O (configuration not stated)	-4.2%	-11.0%	0.2%
Cc1ccc(C(=O)N[C@@H](C)CN2C3=NC[C@H](Cc4ccccc4)N3C[C@H]2Cc2ccc(O)cc2)cc1Br	-6.2%	-20.7%	-26.4%
Cn1c(O)c(C=NC2CC(C)(C)NC(C)(C)C2)c(=O)n(C)c1=O	-5.5%	-2.6%	9.0%
Cc1ccc(-n2c(-c3cccs3)nc3ccccc3c2=O)cc1	-1.0%	-8.0%	25.1%
C=CCN1C(=O)C2(C(C(=O)OCC)=C(N)Oc3ccccc32)C2=C1CCCC2=O (configuration not stated)	?	-14.1%	-1.3%
O=S(=O)(NC1CCCCCCC1)OCC(Cl)(Cl)Cl	-15.8%	-15.2%	2.7%
COc1ccc(-n2c(/C=C3/C(=O)Nc4ccccc43)nc3ccccc3c2=O)cc1	-1.3%	-9.7%	-18.6%
COc1cccc(C2CCN(CC(=O)Nc3cc(Cl)ccc3OC)CC2O)c1 (configuration not stated)	-12.2%	?	-6.2%
C=CCn1c(O)c(C=NC2CCN(Cc3ccccc3)CC2)c(=O)[nH]c1=O	-19.8%	-4.5%	-10.9%
CC1CC[C@@]2(OC1)O[C@@H]1[C@@H](O)[C@H]3C4CC[C@H]5C[C@@H](O[C@@H]6O[C@H](CO)[C@H](O[C@@H]7O[C@H](CO)[C@@H](O)[C@H](O[C@@H]8OC[C@@H](O)[C@H](O)[C@H]8O)[C@H]7O[C@@H]7O[C@H](CO)[C@@H](O)[C@H](O[C@@H]8O[C@H](CO)[C@@H](O)[C@H](O)[C@H]8O)[C@H]7O)[C@H](O)[C@H]6O)[C@H](O)C[C@]5(C)C4CC[C@]3(C)[C@H]1[C@@H]2C (some centres not stated)	14.0%[0.501 µM]	.	-3.3%
Cc1cc(-c2ccccc2)cc(-c2ccccc2)[n+]1CCc1ccccc1	-6.9%	-7.3%	-7.2%
COc1cc2[nH]c(C(=O)N3CCC4(CC3)OCCO4)cc2c(OC)c1OC	-1.1%	20.0%	-10.4%
Cc1ccc(CNCCc2ccccc2F)cc1	3.1%	0.2%	-14.0%
Brc1cc2c(cc1CN1CCN(c3ccccc3)CC1)OCCO2	-10.5%	-21.8%	-1.6%
COC1=CC=C2[C@H]3Cc4ccc(OC)c5c4[C@@]2(CCN3C)[C@H]1O5	-4.8%[21.4 µM]	-1.2%	1.9%&-8.6%
CCN1C(=O)NC(=O)/C(=C\c2cn(CC(=O)N3CCCC3)c3ccccc23)C1=O	-12.7%	-20.9%	-7.8%
C=C1N2CCC(CC2)C1(O)c1ccc(C)cc1 (configuration not stated)	0.9%	-13.1%	1.5%
Cc1ccc(C(=O)COC(=O)Cc2ccccc2)cc1	-6.5%	-2.5%	-2.6%
COC[C@H]([C@@H](O)[C@@H](O)C(=O)NCC[C@@H](C)c1nc(/C=C/C[C@H]2OC3(C[C@H](O)[C@H]2C)OC([C@@H](C[C@@H](O)[C@@H](C)[C@@H](O)[C@@H](C)/C=C(C)/C(C)=C/C=C/C(C)=C\C#N)OC)[C@@H](OP(=O)(O)O)C3(C)C)co1)N(C)C (some centres not stated)	8.8%&42.5%	.	1.0%&-4.9%
CNc1ccccc1C(=O)O	-8.0%	.	27.7%
CCCNC(=O)N1[C@H]2CC[C@@H]1C(C(=O)OC)=C(c1cccc(C#N)c1)C2	3.3%	4.2%	.

One compound at a time, from the list above.
CC1CC[C@@]2(OC1)O[C@@H]1[C@@H](O)[C@H]3C4CC[C@H]5C[C@@H](O[C@@H]6O[C@H](CO)[C@H](O[C@@H]7O[C@H](CO)[C@@H](O)[C@H](O[C@@H]8OC[C@@H](O)[C@H](O)[C@H]8O)[C@H]7O[C@@H]7O[C@H](CO)[C@@H](O)[C@H](O[C@@H]8O[C@H](CO)[C@@H](O)[C@H](O)[C@H]8O)[C@H]7O)[C@H](O)[C@H]6O)[C@H](O)C[C@]5(C)C4CC[C@]3(C)[C@H]1[C@@H]2C (some centres not stated) as listed: GCN5L2 inh: 14.0%[0.501 µM]; FEN1 inh: .; N370S GC: -3.3%
COc1cccc(C2CCN(CC(=O)Nc3cc(Cl)ccc3OC)CC2O)c1 (configuration not stated) as listed: GCN5L2 inh: -12.2%; FEN1 inh: ?; N370S GC: -6.2%

Not a retest: an excerpt of the list.
SMILES	GCN5L2 inh	FEN1 inh	N370S GC
C=C1N2CCC(CC2)C1(O)c1ccc(C)cc1 (configuration not stated)	0.9%	-13.1%	1.5%
Cc1ccc(C(=O)COC(=O)Cc2ccccc2)cc1	-6.5%	-2.5%	-2.6%
COC[C@H]([C@@H](O)[C@@H](O)C(=O)NCC[C@@H](C)c1nc(/C=C/C[C@H]2OC3(C[C@H](O)[C@H]2C)OC([C@@H](C[C@@H](O)[C@@H](C)[C@@H](O)[C@@H](C)/C=C(C)/C(C)=C/C=C/C(C)=C\C#N)OC)[C@@H](OP(=O)(O)O)C3(C)C)co1)N(C)C (some centres not stated)	8.8%&42.5%	.	1.0%&-4.9%
CNc1ccccc1C(=O)O	-8.0%	.	27.7%
CCCNC(=O)N1[C@H]2CC[C@@H]1C(C(=O)OC)=C(c1cccc(C#N)c1)C2	3.3%	4.2%	.

Next part:
SMILES	GCN5L2 inh	FEN1 inh	N370S GC
O=C(Nc1cc(C(F)(F)F)ccc1O)Nc1cc(C(F)(F)F)ccc1O	?	.	-3.0%
CCOC(=O)c1ccc(NC(=O)N2C[C@@H]3C[C@@H](C2)c2cccc(=O)n2C3)cc1	-10.7%	20.8%	-5.5%
COc1nc(NCC2CCCO2)nc(N2CC3CC(C2)c2cccc(=O)n2C3)n1 (configuration not stated)	-1.1%	-4.6%	-1.2%
COc1cc(/C=C/[N+](=O)[O-])ccc1O	-10.2%	?	-3.1%
O=C1NC(=O)C(CCc2ccncc2)(CCc2ccncc2)C(=O)N1CCc1ccc(F)cc1	-2.6%	-4.1%	3.7%
O=C1NC(=O)C(=C/C=C/c2coc3ccc(Br)cc3c2=O)C(=O)N1	-9.0%	.	-8.4%
CCCCCn1c(=O)c(C(=O)NCc2ccc(Cl)cc2)c(O)c2ccccc21	-6.0%	12.2%	-3.1%
CC(=O)N1N=C(c2cccnc2)CC1c1ccccc1O (configuration not stated)	-0.3%	-0.6%	-27.8%
O=c1ccc2cc3ccoc3c(O)c2o1	-9.7%	-13.0%	.
CCc1ccc(-n2nc(C)c3c2NC(=O)CSC3c2ccc(C(=O)OC)cc2)cc1 (configuration not stated)	-0.6%	-3.3%	.
CN(C)C(=O)Oc1ccc(Br)c2ccccc12	-5.0%	6.1%	-10.2%
COc1ccc2cc1Oc1ccc(cc1)C[C@H]1c3cc(c(OC)cc3CCN1C)Oc1c(OC)c(OC)cc3c1[C@H](C2)N(C)CC3	20.0%	?	-9.6%&-15.2%&-19.6%&0.1%
